Bioassay records deposited in PubChem BioAssay by Johns Hopkins Ion Channel Center.
TMEM16A act = TMEM16A chloride channel activators or potentiators, primary screen, cell-based, HTS; HEK293 TMEM16A/YFP-H148Q/I152L, iodide quench fluorescence; stronger effect = lower value; B-score at 10 µM; actives 0.3% (n = 340,000);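 active = fluorescence-ratio B-score plate-corrected deviation score at least 3 library SD below zero, with starting fluorescence score within 5 deviations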;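 also: channel opened by trigger with iodide after compound preincubation; score built on the fluorescence ratio of max minus min over baseline; more negative score means more quench and so TMEM16A activation or potentiation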
KCNQ1 inh = inhibitors of human KCNQ1 channel, primary screen, cell-based, thallium flux, high-throughput; Potassium voltage-gated channel subfamily KQT member 1 (Homo sapiens), P51787; CHO-K1 KCNQ1, FluxOR thallium flux fluorescence; stronger effect = higher value; B-score at 10 µM; actives 1.3% (n = 310,000);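 active = compounds whose thallium flux B-score, printed positive for inhibition, exceeds three library SD while starting fluorescence stays within three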;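 also: channel opened by potassium depolarization with thallium stimulus after 20 min compound exposure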
MrgX1 ag = agonists of human MrgX1 receptor, primary screen, HEK293 cells, Fluo-4 calcium flux; Fluo-4 calcium fluorescence, agonist mode; stronger effect = higher value; B-score at 10 µM; actives 0.44% (n = 310,000);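 active = calcium response B-score plate-corrected fluorescence ratio at least 3 library SD, with starting fluorescence B-score inside 5 SD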
Target sequence (Q96LB2 whole entry, looked up): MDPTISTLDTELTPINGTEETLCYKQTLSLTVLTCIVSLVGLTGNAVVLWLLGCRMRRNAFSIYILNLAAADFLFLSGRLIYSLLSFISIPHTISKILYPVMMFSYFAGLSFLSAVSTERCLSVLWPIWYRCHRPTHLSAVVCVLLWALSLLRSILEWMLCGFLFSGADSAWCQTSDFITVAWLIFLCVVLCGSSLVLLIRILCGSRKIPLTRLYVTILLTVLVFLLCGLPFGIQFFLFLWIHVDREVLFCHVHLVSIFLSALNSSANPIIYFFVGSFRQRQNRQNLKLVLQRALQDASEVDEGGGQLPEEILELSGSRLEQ
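Test system: Stable human MrgX1 HEK293 cell line | Schedule: Overnight plating before 1 h dye loading | Read-out basis: Baseline-normalised fluorescence change ratio, B-scored | Detection: Kinetic calcium dye fluorescence, Fluo-4 NW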
RGS4 pot = RGS4 potentiators or activators, primary screen, cell-based, HEK293 M3R inducible RGS4, calcium flux. carbachol calcium flux Fluo4; stronger effect = lower value. B-score at 10 µM. actives 0.92% (n = 310,000). AID 463111, 2010;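 active = B-score of the integrated calcium signal more than 4 SD below the library mean, with starting fluorescence not abnormally high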;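 also: negative B-score means reduced calcium response which marks RGS4 activation or potentiation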
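Material: M3R-expressing HEK293 line, RGS4 induced by doxycycline | Schedule: Overnight RGS4 induction, 30 min dye load 37 °C, 20 min compound RT | Measured by: Fluo4 fluorescence kinetic imaging of calcium | Read-out: Integrated calcium ratio converted to B score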
TMEM16A inh = TMEM16A chloride channel inhibitors, primary screen, cell-based, HTS; actives 1.2% (n = 310,000); HEK293 TMEM16A/YFP iodide influx fluorescence, ionomycin; normalized B-score (activity score, 25-100; higher = stronger inhibition) at 10 µM;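 active = ratio plate-corrected score three or more library SD toward inhibition, starting fluorescence score within five deviations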;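 also: score derived from kinetic fluorescence span divided by baseline fluorescence per well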
hERG rescue = hERG rescue from dofetilide block, primary screen, cell-based, CHO-hERG, FluxOR thallium flux, dofetilide IC70. dofetilide IC70 present. activation (rescue from dofetilide block), less the hit threshold, % at 10 µM. actives 0.51% (n = 310,000);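 active = activation above the mean of controls blocked by dofetilide plus 5 SD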;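 also: thallium influx through hERG after potassium depolarization seen as dye fluorescence rise; in these data hits start at about 4.7%; inactives centre near -7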
KCNQ1 act = potentiators or activators of KCNQ1 channel, primary screen, cell-based, thallium flux, high-throughput; B-score at 10 µM; CHO-K1 KCNQ1, thallium flux FluxOR fluorescence; stronger effect = higher value; Potassium voltage-gated channel subfamily KQT member 1 (Homo sapiens), P51787; actives 0.35% (n = 310,000);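 active = fluorescence ratio B-score, a plate-corrected score, at least three library SD, with initial intensity B-score within 5 SD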
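Doses: Single concentration per compound, DMSO matched to controls | Test system: KCNQ1-transfected CHO-K1 cells | Timing: 90 min dye loading and 20 min compound exposure, both at room temperature | Measured by: Kinetic FluxOR thallium fluorescence, 10-s 1-Hz baseline, 110-s post-stimulus read | Medium: Assay buffer with matched DMSO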
KCNK9 inh = KCNK9 potassium channel inhibitors, primary screen, HEK293 cells, thallium flux; AID 488922, 2010; actives 1.2% (n = 310,000); B-score at 10 µM; FluxOR thallium flux fluorescence; stronger effect = lower value; Potassium channel subfamily K member 9 (Homo sapiens), Q9NPC2;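 active = ratio B-score over 3 SD below the library mean, with starting fluorescence within 5 SD of its mean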;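 also: negative B-score means less thallium flux so channel inhibition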
Target sequence (Q9NPC2 whole entry, looked up): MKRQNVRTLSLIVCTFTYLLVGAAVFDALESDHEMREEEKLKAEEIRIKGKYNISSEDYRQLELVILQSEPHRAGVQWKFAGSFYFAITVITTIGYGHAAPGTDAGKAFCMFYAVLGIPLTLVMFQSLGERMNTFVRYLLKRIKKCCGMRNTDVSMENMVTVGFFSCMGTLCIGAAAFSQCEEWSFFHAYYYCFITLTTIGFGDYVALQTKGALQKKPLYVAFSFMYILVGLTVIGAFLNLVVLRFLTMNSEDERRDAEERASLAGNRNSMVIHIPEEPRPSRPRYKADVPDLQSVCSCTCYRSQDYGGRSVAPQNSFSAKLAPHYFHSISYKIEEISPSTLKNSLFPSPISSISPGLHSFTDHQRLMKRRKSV
MrgX1 allo act = positive allosteric modulators of MrgX1, primary screen, HEK293 cells, Fluo-4 calcium flux | B-score at 10 µM | actives 0.63% (n = 310,000) | Mas-related G-protein coupled receptor member X1 (Homo sapiens), Q96LB2 | FDSS; stronger effect = higher value;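 active = plate-corrected calcium response at least 3 library SD above typical, normal starting fluorescence, not activating the receptor alone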;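 also: compound read alongside a low EC10 to EC30 dose of BAM8-22 agonist; peak minus trough fluorescence over baseline measured at the second addition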
RGS4 block = RGS4 inhibitors, primary screen, cell-based, HEK293 M3R inducible RGS4, calcium flux; Fluo-4 calcium flux; stronger effect = higher value; triggered by carbachol at its EC20; B-score at 10 µM; actives 0.45% (n = 310,000); AID 463165, 2010;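 active = B-score, a plate-corrected calcium signal, over three deviations above library mean, with baseline fluorescence within five deviations of library mean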;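 also: RGS4 expression induced by doxycycline in cells with stable M3 receptor; B-score is computed from the integrated fluorescence ratio over baseline after carbachol; higher B-score means a larger calcium signal and so more RGS4 inhibition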
KCNK3 block = human KCNK3 channel inhibitors, primary screen, CHO cells, FluxOR thallium flux, B-score; Potassium channel subfamily K member 3 (Homo sapiens), O14649; FluxOR fluorescence; stronger effect = lower value; B-score at 10 µM; actives 0.84% (n = 340,000); AID 602410, 2012;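 active = B-score under library mean minus 4 SD, starting fluorescence ratio at most library mean plus 5 SD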;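 also: more negative B-score means stronger inhibition of thallium flux through KCNK3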
Target sequence (O14649 whole entry, looked up): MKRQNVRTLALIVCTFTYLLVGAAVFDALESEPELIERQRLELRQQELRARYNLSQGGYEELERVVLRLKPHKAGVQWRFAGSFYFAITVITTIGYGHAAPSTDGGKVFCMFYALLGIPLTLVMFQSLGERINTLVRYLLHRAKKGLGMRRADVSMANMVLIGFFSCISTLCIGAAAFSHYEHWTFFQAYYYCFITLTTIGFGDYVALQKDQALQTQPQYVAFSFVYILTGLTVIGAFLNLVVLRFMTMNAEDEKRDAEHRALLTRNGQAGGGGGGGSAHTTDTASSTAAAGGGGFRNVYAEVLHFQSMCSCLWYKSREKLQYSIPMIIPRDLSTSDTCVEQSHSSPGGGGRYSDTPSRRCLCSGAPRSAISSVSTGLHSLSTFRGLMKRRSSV
* marks the source's active call; other numbers are inactive results; i = inactive; · = not tested or not shown.

SMILES | TMEM16A act | KCNQ1 inh | MrgX1 ag | RGS4 pot | TMEM16A inh | hERG rescue | KCNQ1 act | KCNK9 inh | MrgX1 allo act | RGS4 block | KCNK3 block
Nc1ccc2nc(-c3ccccc3)[nH]c2c1 | i | i | i | i | i | -13.5 | i | i | i | i | i
COc1cccc2c1C(=O)CC2NC(=O)C(F)(F)F (centres undefined) | i | i | i | i | i | -4.4 | i | i | i | i | i
O=C(COc1ccccc1)Nc1cccc(-c2nn[nH]n2)c1 | i | i | i | i | i | -3.6 | i | i | i | i | i
NC(=O)c1c(-c2cccs2)csc1N | · | i | i | i | i | -12.9 | i | i | i | i | ·
Cc1cc2ncn(S(=O)(=O)c3ccc(F)cc3)c2cc1C | i | i | i | i | i | -9.1 | i | i | i | i | i
CCn1c(=O)c2c3c(sc2n2c(=S)[nH]nc12)CCC3 | i | i | i | i | i | -14.4 | i | i | i | i | i
COCCCn1c(-c2ccc(OC)cc2)nc2c1c(=O)[nH]c(=O)n2Cc1ccccc1 | i | i | i | i | i | -4.0 | i | i | i | i | i
CC(=O)Nc1ccc(SCC(=O)Nc2sccc2C#N)cc1 | i | i | i | i | i | -11.2 | i | i | i | i | i
Cc1ccc(CNC(=O)c2ccc(S(=O)(=O)Nc3c(C)n(C)n(-c4ccccc4)c3=O)cc2)cc1 | i | i | i | i | i | -11.7 | i | i | i | i | i
COCCOC(=O)C1=C(N)Oc2c(oc(CO)cc2=O)C1c1c(F)cccc1Cl (centres undefined) | i | i | i | i | i | -9.4 | i | i | i | i | i
CC(=O)/C(=N\Nc1ccccc1)Oc1ccc([N+](=O)[O-])cc1 | i | i | i | i | i | -9.7 | i | i | i | i | i
CC(=O)Nc1ccc(NC(=O)C2CC(=O)N(c3ccccc3Cl)C2)cc1 (centres undefined) | i | i | i | i | i | -0.3 | i | i | i | i | i
Cc1ccc(NC(=O)N2CCc3ccccc32)cc1 | i | i | i | i | i | -8.0 | i | i | i | i | i
Cc1ccc2c(c1)C(c1ccccc1)N(C(=O)C(C)C)CC(=O)N2 (centres undefined) | i | i | · | i | · | -5.7 | i | i | · | i | i
CCOC(=O)C(C)n1cnc2c(nnn2-c2ccc(OC)cc2)c1=O (centres undefined) | i | i | i | i | i | -8.4 | i | i | i | i | i
CCC(=O)Nc1ccc(NC(=O)c2ccccc2Cl)nc1 | i | i | i | i | i | 1.2 | i | i | i | i | i
O=C(Nc1ccc(Cl)cc1Cl)c1cc2ccccc2o1 | i | i | i | i | i | -6.0 | i | i | i | i | i
N#C/C(=C\c1cccnc1)c1ccccn1 | i | i | i | i | i | -1.1 | i | i | i | i | i
CN(C)CCNC(=O)C(=O)NCC1OCCCN1S(=O)(=O)c1cccs1 (centres undefined) | i | i | i | i | i | -8.6 | i | i | i | i | i
N#Cc1cc([N+](=O)[O-])ccc1Oc1ccc(-c2nnco2)cc1 | i | i | i | i | i | -3.9 | i | i | i | i | i
CC1CCCCN1C(=O)CSc1nc(C2CC2)nc2c1cnn2-c1ccccc1 (centres undefined) | i | i | i | -6.96* | i | -9.8 | i | -11.2* | i | i | i
CC(=O)Nc1ccc(S(=O)(=O)N(C)CC(=O)OCC(=O)Nc2cccnc2Cl)cc1 | i | i | i | i | i | -6.0 | i | i | i | i | i
O=C(NNC(=O)c1ccccc1[N+](=O)[O-])c1ccc(NS(=O)(=O)c2cccs2)cc1 | i | i | i | i | i | -12.9 | i | i | i | i | i
O=C(Cc1sc(Nc2ccccc2)nc1-c1ccccc1)NCc1ccccn1 | i | i | i | i | i | -7.0 | i | i | i | i | i
O=C(CN1CCOCC1)Nc1ccc(Oc2ccccc2)cc1 | i | i | i | i | i | -1.9 | i | i | i | i | i
CCOc1ccc(C(=O)CCC(=O)NCC(=O)OCc2ccccc2)cc1OCC | i | i | i | i | i | -10.8 | i | i | i | i | i
O=C(CSc1nc2ccccc2s1)N/N=C/c1cc([N+](=O)[O-])ccc1O | i | i | i | i | i | -15.2 | i | i | i | i | i
CN(C)S(=O)(=O)c1cccc(NC(=O)COC(=O)c2cc(=O)[nH]c(=O)[nH]2)c1 | i | i | i | i | i | -9.3 | i | i | i | i | i
COc1cc([N+](=O)[O-])ccc1NC(=S)NC(=O)CC(C)(C)C | i | i | i | i | i | -8.6 | i | i | i | i | i
Cc1cccc(-c2nsc(SCC(=O)NCc3ccc4c(c3)OCO4)n2)c1 | i | i | i | i | i | -10.3 | i | i | i | i | i
CC1c2ccccc2SC(CCCN(C)C)c2ccccc21 (centres undefined) | i | i | i | i | i | -7.1 | i | i | i | i | i
Cc1ccc(SCC(=O)OCC(=O)NC2(C#N)CCCCC2)cc1 | i | i | i | i | i | -0.7 | i | i | i | i | i
CCCC(=O)Nc1nc2n(n1)C(c1ccccc1)CC(=O)N2 (centres undefined) | i | i | i | i | i | -0.1 | i | i | i | i | i
COC(=O)c1ccc(CN2CCN(Cc3ccc(C(=O)OC)o3)CC2)o1 | i | i | i | i | i | -4.8 | i | i | i | i | i
N#CCCN1CCN(S(=O)(=O)c2cc(Cl)ccc2Cl)CC1 | i | i | i | i | i | -9.7 | i | i | i | i | i
CC(c1ccon1)N(C)C(=O)CCc1nnc(CCCCc2ccccc2)o1 (centres undefined) | i | i | i | i | i | -12.3 | i | i | i | i | i
CCOC(=O)CSc1nc(-c2ccccc2)cc(C(F)(F)F)n1 | i | i | i | i | i | -5.1 | i | i | i | i | i
Cc1ccc(C(C)C)c(OCCNCCc2ccccc2)c1 | i | i | i | i | i | -17.7 | i | i | i | i | i
COc1cc2c(cc1NC(=O)Nc1ccc(F)cc1)oc1ccccc12 | i | i | i | i | i | -10.0 | i | i | i | i | i
O=c1[nH]c(C2CCCN(S(=O)(=O)c3ccccc3)C2)nc2c1nnn2Cc1ccc2c(c1)OCCO2 (centres undefined) | i | i | i | i | i | -16.5 | i | i | i | i | i
COc1ccc(-c2csc(NC(=O)c3ccccc3OC)c2C(=O)O)cc1OC | i | i | i | i | i | -10.1 | i | i | i | i | i
CCOC(=O)c1c(/N=C/N(C)C)sc(/C=N/Nc2ccccc2)c1-c1ccc(Cl)cc1 | i | i | i | i | i | -7.8 | i | i | i | i | i
CCOC(=O)N1CCN(S(=O)(=O)N2CCCC(C(=O)NCCc3ccc(C)cc3)C2)CC1 (centres undefined) | i | i | i | i | i | -12.7 | i | i | i | i | i
NCCCCCC(=O)N/N=C/c1coc2ccccc2c1=O | i | i | i | i | i | -10.8 | i | i | i | i | i
CCn1c(C)[n+](CC)c2ccc(S(=O)(=O)N(C)C)cc21 | i | i | i | i | i | -0.5 | i | i | i | i | i
O=C(CCc1ccccc1)NNC(=S)NC(=O)c1ccccc1 | i | i | i | i | i | -3.7 | i | i | i | i | i
CCN(CC)CCN(C(=O)c1ccccc1OC)c1nc2ccc(F)cc2s1 | i | i | i | i | i | -12.1 | i | i | i | i | i
COc1ccc(/C=N/NC(N)=S)cc1 | i | i | i | i | i | -10.3 | i | i | i | i | i
COc1ccc(OC)c(NC(=O)C(C)N2c3cccc4cccc(c34)S2(=O)=O)c1 (centres undefined) | i | i | i | i | i | -11.1 | i | i | i | i | i
COCc1[nH]nc2c1C(c1ccc(F)cc1F)C(C#N)=C(N)O2 (centres undefined) | i | i | i | i | i | -19.3 | i | i | i | i | i

The list continues.
SMILES | TMEM16A act | KCNQ1 inh | MrgX1 ag | RGS4 pot | TMEM16A inh | hERG rescue | KCNQ1 act | KCNK9 inh | MrgX1 allo act | RGS4 block | KCNK3 block
Cc1nnsc1-c1c(C(=O)N2CCOCC2)c(C)nn1-c1ccccc1 | i | i | i | i | i | -7.2 | i | i | i | i | i
O=C(Oc1ccc(/C=N/O)cc1)c1ccccc1Cl | i | i | i | i | i | -13.3 | i | i | 16.2* | i | i
O=[N+]([O-])c1ccc(/C([O-])=C(/C(=S)NCc2ccco2)[n+]2ccccc2)cc1 | i | i | i | i | i | -8.4 | 8* | i | i | i | i
Nc1nonc1-c1nc2ccccc2n1CC(=O)Nc1ccccc1 | i | i | i | i | i | -3.8 | i | i | i | i | i
COC(=O)CCCC1=CC2=CC(=O)C(C)(OC(=O)c3ccc(Cl)nc3)C(=O)C2=CO1 (centres undefined) | · | i | i | i | i | -8.3 | i | i | i | i | ·
COC(=O)c1ccc(CSc2nnc(N)s2)cc1 | i | i | i | i | i | -5.3 | i | i | i | i | i
Cc1cccc(NC(=S)N(CCN2CCOCC2)Cc2ccccc2F)c1 | i | i | i | i | i | -16.9 | i | i | i | i | i
Cc1cc(=O)[nH]c2nnc(-c3ccc(Cl)cc3)n12 | i | i | i | i | i | 0.7 | i | i | i | i | i
CCc1nnc(NC(=O)CCC(=O)N2CCN(CCc3ccccc3)CC2)s1 | i | i | i | i | i | -3.3 | i | i | i | i | i
N#CCCNC(=O)CCN1CCOCC1 | i | i | i | i | i | -8.1 | i | i | i | i | i
Cc1ccc(NC2=CC(=O)CC(c3ccco3)C2)c(N)c1 (centres undefined) | i | i | i | i | i | -8.5 | i | i | i | i | i
O=C(CSc1nc(-c2ccco2)cc(C(F)(F)F)n1)NCCN1CCOCC1 | i | i | i | i | i | -11.7 | i | i | i | i | i
CC(=O)N1c2ccc(S(=O)(=O)N3CCCC3)cc2CC1C(=O)NCc1ccccc1F (centres undefined) | i | i | i | i | i | -7.2 | i | i | i | i | i
Cc1ccc(-n2c(-c3ccc(Br)cc3)c[n+]3c2CCc2ccc4cccnc4c2-3)cc1 | i | 19* | i | i | 100* | -43.1 | i | i | i | i | -11.4*
Cc1ccc(-c2csc(-c3ccncc3)n2)cc1 | i | i | i | i | i | -11.8 | i | i | i | i | i
